TRPC4 potent: TRPC4 (mouse) allosteric potentiation. Q9QUQ5. HEK293 TRPC4beta/mu-opioid, DAMGO EC20, Fluo-4 Ca2+ flux; stronger effect = higher value. B-score at 10 µM. 310,000 tested, 0.42% active;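 active means B-score of calcium response area above 5 SD of library B-scores, with initial fluorescence ratio within 5 SD of library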;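 further: B-score of integrated fluorescence ratio over time as area under calcium response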
Target sequence (Q9QUQ5 whole entry, looked up): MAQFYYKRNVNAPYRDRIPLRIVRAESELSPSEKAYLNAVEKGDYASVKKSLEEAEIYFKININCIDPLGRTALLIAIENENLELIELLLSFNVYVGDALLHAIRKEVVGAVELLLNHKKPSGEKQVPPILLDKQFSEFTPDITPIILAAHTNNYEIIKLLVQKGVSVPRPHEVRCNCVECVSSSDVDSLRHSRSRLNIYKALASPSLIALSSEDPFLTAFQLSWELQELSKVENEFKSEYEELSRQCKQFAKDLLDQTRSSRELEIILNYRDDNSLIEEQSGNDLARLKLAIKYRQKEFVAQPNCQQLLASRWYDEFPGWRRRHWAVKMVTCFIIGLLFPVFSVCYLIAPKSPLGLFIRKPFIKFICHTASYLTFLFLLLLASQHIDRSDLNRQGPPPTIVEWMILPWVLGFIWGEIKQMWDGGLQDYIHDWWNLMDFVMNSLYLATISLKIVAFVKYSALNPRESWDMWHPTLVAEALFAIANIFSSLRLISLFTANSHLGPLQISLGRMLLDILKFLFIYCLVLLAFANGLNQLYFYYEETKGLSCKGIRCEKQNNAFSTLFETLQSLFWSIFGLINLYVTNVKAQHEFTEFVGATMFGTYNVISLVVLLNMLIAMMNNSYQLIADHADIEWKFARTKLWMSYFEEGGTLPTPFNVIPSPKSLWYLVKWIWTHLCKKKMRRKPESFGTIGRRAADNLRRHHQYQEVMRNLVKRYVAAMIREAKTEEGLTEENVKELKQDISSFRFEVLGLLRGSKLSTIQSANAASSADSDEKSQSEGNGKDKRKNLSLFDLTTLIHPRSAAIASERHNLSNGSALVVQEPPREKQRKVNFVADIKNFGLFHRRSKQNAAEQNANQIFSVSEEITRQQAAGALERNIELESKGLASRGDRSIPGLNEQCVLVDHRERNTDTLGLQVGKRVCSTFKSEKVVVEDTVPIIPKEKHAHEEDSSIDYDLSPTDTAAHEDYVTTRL
MrgX1 PAM: human MrgX1 positive allosteric modulation, primary screen. B-score at 10 µM. MrgX1-HEK293, Fluo-4 calcium flux, FDSS; stronger effect = higher value. Q96LB2. AID 588675. 310,000 tested, 0.63% active;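 active means plate-corrected calcium response at least 3 library SD above typical, normal starting fluorescence, not activating the receptor alone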;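 further: compound read alongside a low EC10 to EC30 dose of BAM8-22 agonist; peak minus trough fluorescence over baseline measured at the second addition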
TRPC4 agonist: opens the mouse TRPC4 cation channel; HEK293 TRPC4beta/mu-opioid, Fluo4 calcium fluorescence; stronger effect = higher value; B-score at 10 µM; 310,000 tested, 0.49% active; Q9QUQ5;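 active means B-score above 5 SD of library B-scores, and initial fluorescence ratio not above library mean plus 5 SD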;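 further: positive B-score marks a calcium rise read as TRPC4 activation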
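Assay system: HEK293 stable line with TRPC4beta plus mu-opioid receptor; schedule: 45 min room-temperature Fluo4 loading, 110 s read; technique: kinetic Fluo4 calcium fluorescence; evaluation: integrated baseline-normalised fluorescence ratio, converted to per-well B score; controls: buffer (low) and maximal DAMGO (high)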
MrgX1 antagonist: antagonists of human MrgX1 receptor; Q96LB2; MRGX1-HEK293 calcium flux, Fluo-4, BAM8-22 antagonism; stronger effect = lower value; B-score at 10 µM; 310,000 tested, 1.3% active;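 active means calcium-response B-score plate-corrected more than 3 library SD below zero, starting fluorescence within 5 deviations, no agonist response on first addition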;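 further: peak minus trough fluorescence over baseline after final BAM8-22 challenge near maximal dose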
PolyA inh: inhibitors of polyadenylation in S. cerevisiae; 300,000 tested, 0.02% active; AID 1875; S. cerevisiae SKY197-pL101 polyadenylation reporter, beta-gal luminescence; efflux-impaired pdr1/pdr3 knockout yeast; score 100 = 6 SD above DMSO; calls only at 12 µM;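 active means lowest replicate activity score at least 50, where 100 means six control SD above control mean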;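 further: yeast exposed to compound for 9 h at 30 °C; higher score means more reporter readthrough which indicates perturbed polyadenylation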
TRPC6 activator: mouse TRPC6 channel activation. 310,000 tested, 0.13% active. AID 2550. B-score at 10 µM. HEK293-TRPC6 membrane potential dye fluorescence; stronger effect = higher value;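 active means B-score of the integrated fluorescence ratio above library mean plus 3 SD, and starting fluorescence ratio within library mean plus 5 SD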;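 further: higher score means more depolarization so channel activation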
HIF act: HIF pathway transcriptional activation. 300,000 tested, 0.32% active. activation, % at 7.5 µM (by protocol). AID 1910. U2OS HRE-luciferase reporter, luminescence; normalized: DMSO 0%, desferrioxamine 100%;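 active means mean activation of at least 10% of the iron chelator positive control signal, with at least half of replicates also reaching 10%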
TRPC6 inh: blocks the mouse TRPC6 cation channel. 310,000 tested, 1.1% active. HEK293-TRPC6, membrane potential dye, ACh-evoked depolarization; stronger effect = lower value. AID 2553. B-score at 10 µM. Q61143;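 active means B-score under library mean minus 3 SD, initial fluorescence not abnormally high, positive integrated signal ratio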;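 further: B-score derived from integrated fluorescence ratio over the kinetic read; more negative B-score means stronger inhibition of depolarization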
MrgX1 agonist: human MrgX1 receptor agonism, primary screen; B-score at 10 µM; MrgX1-HEK293 cells, Fluo-4 calcium fluorescence, agonist mode; stronger effect = higher value; Q96LB2; 310,000 tested, 0.44% active;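 active means calcium response B-score plate-corrected fluorescence ratio at least 3 library SD, with starting fluorescence B-score inside 5 SD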
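Material: HEK293 cells stably expressing human MrgX1 receptor | Quantity: 15,000 cells per well | Times: Cells plated overnight, dye loaded 0.5 h 37 °C, 0.5 h room temperature | Measured by: Kinetic Fluo-4 NW fluorescence of intracellular calcium | Control set: Positive and negative controls per plate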
AI-2 QS modul: Vibrio harveyi AI-2 quorum sensing modulation; Vibrio harveyi JMH597 AI-2 luminescence/OD600 ratio, 9 h; stronger effect = lower value; strain lacks LuxN and CqsS sensors; 0 = neutral-control median; AID 2094; 300,000 tested, 0.4% active; activity change, % at 7.5 µM; in the data active means activity change below about -75%, passing the limit was not always enough;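 further: luminescence divided by OD600 gain over 9 h not by final OD600 alone; inactives centre near 13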
TRPC4 inh: TRPC4 (mouse) channel inhibition; 300,000 tested, 0.39% active; B-score at 10 µM; Q9QUQ5; HEK293 TRPC4beta/mu-opioid, DAMGO-evoked Fluo4 calcium flux; stronger effect = lower value; AID 2247;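 active means B-score over 3 SD under the library average, no early fluorescence shift, positive overall ratio signal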
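Material: HEK293 cells with stable TRPC4beta plus mu-opioid receptor expression / Probe or stimulus: DAMGO in two steps, submaximal then maximal / Compound: single concentration per test compound / Technique: kinetic Fluo4 fluorescence imaging of calcium influx / Read-out: per-well B score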
The depositor's hits bear a star; i = inactive; nt = not tested or not shown. The list is partial, so the mix of outcomes need not match the whole.

SMILES	TRPC4 potent	MrgX1 PAM	TRPC4 agonist	MrgX1 antagonist	PolyA inh	TRPC6 activator	HIF act	TRPC6 inh	MrgX1 agonist	AI-2 QS modul	TRPC4 inh
Cc1ccc(N2C(=O)N(CC(=O)Nc3cc(F)ccc3C)C(=O)C2C)cc1 (stereo not given)	i	i	i	i	i	i	0.1	i	i	nt	i
CCOC(=O)C1CCCN(C(=O)CCC(=O)Nc2ccc3nc(N4CCOCC4)cc(C)c3c2)C1 (stereo not given)	i	i	i	i	i	i	0.7	i	i	22	i
O=C1COc2ccc(C(=O)COC(=O)CNC(=O)c3ccccc3)cc2N1	i	i	i	i	i	i	0.3	i	i	10	i
CCOC(=O)c1ccc(COC(=O)CNC(=O)CNC(=O)Cc2ccccc2)cc1	i	i	i	i	i	i	0.4	i	i	22	i
COc1cccc(NC(=O)CSc2nnc(NC(=O)C3CCC3)s2)c1	i	i	i	i	i	i	-0.1	i	i	-6	i
COc1ccc(NS(=O)(=O)c2ccc3nc(COc4ccc(C#N)cc4)[nH]c3c2)cc1	i	i	i	i	i	i	0.0	i	i	58	i
Cc1c(NS(=O)(=O)c2cccc(C(=O)NCc3ccc(Cl)cc3)c2)c(=O)n(-c2ccccc2)n1C	i	i	i	-6*	i	i	-0.8	i	i	1	i
CCCn1c2ccccc2c2cnn(CC(=O)NCCCN3C(C)CCCC3C)c(=O)c21 (stereo not given)	i	i	i	i	i	i	-0.2	i	i	-8	i
C=CCNS(=O)(=O)c1ccc(OCC(=O)OCC)cc1	i	i	i	i	i	i	-0.1	i	i	26	i
CSc1nsc(SC)c1C(=O)N1CCN(S(=O)(=O)c2ccc(C)cc2)C1C(C)C (stereo not given)	i	i	i	i	i	i	-0.1	i	i	7	i
O=C(CSCC(=O)NC1CC1)Nc1ccccc1	i	i	i	i	i	i	0.1	i	i	16	i
CCOC(=O)c1cc(-c2ccccc2)nc2c1c(C)nn2-c1ccccn1	i	i	i	i	i	i	-0.1	i	i	4	i
Cc1ccc(S(=O)(=O)Nc2cccc(C(=O)NCCCN3CCCC3=O)c2)cc1F	i	i	i	i	i	i	0.0	i	i	15	i
C=C1CCN([C@H](C(=O)O)C(C)C)S(=O)(=O)c2ccccc21	i	i	i	i	i	i	-0.3	i	i	36	i
Cc1ccc2[nH]c(=O)c(CN(C)C(=O)c3cccs3)cc2c1	i	i	i	i	i	i	-0.5	i	i	25	i
N#CC(C#N)=NNc1ccc(S(=O)(=O)N2CCCCC2)cc1	i	i	i	i	i	i	-0.9	i	i	16	i
Cc1ccc(NCc2nc(SCC(=O)Nc3ccccc3)n[nH]2)cc1	i	i	i	i	i	i	-0.8	i	i	4	i
O=C(c1ccc(Cl)cc1)C1CCN(C(=O)NC2CCCCC2)CC1	i	i	i	i	i	i	-0.1	i	i	9	i
CC1CCC2C(=O)N(c3cccc(OS(=O)(=O)c4ccccc4)c3)C(=O)C2C1 (stereo not given)	i	i	i	i	i	i	-0.4	i	i	11	i
Cn1c(=O)c2c(-c3ccc(C(C)(C)C)cc3)n(N3CCOCC3)cc2n(C)c1=O	i	i	i	i	i	i	-0.1	i	i	14	i
Cc1cc(O)c(C(=O)/C=C/c2ccccc2Br)c(=O)o1	i	i	i	i	i	i	-28	i	i	11	i
CCn1cc(C(=O)O)c(=O)c2cc(F)c(N/N=C/c3ccccc3[N+](=O)[O-])cc21	i	i	i	i	i	i	-0.5	i	i	18	i
Cc1nc2ncnn2c(C)c1CCC(=O)NCc1ccc2c(c1)OCO2	i	i	i	i	i	i	-0.2	i	i	12	i
O=C(CCN=C1NS(=O)(=O)c2ccccc21)OCc1nnc(-c2ccccc2)o1	i	i	i	i	nt	i	0.0	i	i	-2	i
COc1ccc(NC(=O)c2cc3c(CO)cnc(C)c3oc2=Nc2cccc(F)c2)c(OC)c1	i	i	i	i	i	i	-1.6	i	i	50	i
COc1cnc(SCc2c(Cl)cccc2Cl)nc1Cl	i	i	i	i	i	i	-0.4	i	i	-20	i
COc1cc(OC)nc(Oc2cc(/C=N/O)ccc2OC)n1	i	i	i	i	i	i	0.6	i	i	13	i
COc1ccccc1NC(=O)C(NC(=O)c1ccc(C)cc1)c1ccccc1 (stereo not given)	i	i	i	i	i	i	0.1	i	i	24	i
CN(C)S(=O)(=O)c1cccc(NC(=S)NC(=O)C2CCCCC2)c1	i	i	i	i	i	i	1.5	i	i	-15	i
Cc1ccc(/C=C2\C(=N)N3N=C(CC(=O)N4CCOCC4)SC3=NC2=O)o1	i	i	i	i	i	i	0.5	i	i	23	i
CCNc1nc(NCC)n2c(SC(C)C(=O)c3ccc(C)cc3)nnc2n1 (stereo not given)	i	i	i	i	i	i	-0.6	i	i	8	i
O=C(NC1CCN(C(=O)Nc2cccc(Cl)c2)CC1)c1ccccc1	i	i	i	i	i	i	-0.4	i	i	33	i
O=C(OCC(=O)N1CCc2ccccc21)c1nc(Cl)ccc1Cl	i	i	i	i	i	i	-0.2	i	i	6	i
CCN(C(=O)c1cn(C)c(=O)c2cc(OC)c(OC)cc12)c1cc(C)ccc1C	i	i	i	i	i	i	0.1	i	i	18	i
NC(=O)c1ccsc1NC(=O)COC(=O)/C=C/c1ccc([N+](=O)[O-])cc1	i	i	i	i	i	i	0.1	i	i	34	i
CN(C)/C=C1/C(=O)Nc2ccccc21	i	i	i	i	i	i	0.1	i	i	33	i
CCC(=O)N1N=C(c2ccc(NS(C)(=O)=O)cc2)CC1c1ccc(C)cc1 (stereo not given)	i	i	i	i	nt	i	0.1	i	i	21	i
COc1cc(CN2CCN(Cc3ccc(C)cc3)C(CCO)C2)cc(OC)c1O (stereo not given)	i	i	i	i	i	i	-0.2	i	i	35	i
CCOC(=O)CNC(=O)CSc1nc(-c2cccc(C)c2)ns1	i	i	i	i	i	i	-0.1	i	i	8	i
C(=C\c1ccncc1)/c1ccncc1	i	i	i	i	i	i	-0.2	i	i	12	i
CC1CCCCN1CCNC(=O)c1cc2c(-c3ccccc3F)nn(C)c2s1 (stereo not given)	i	i	i	i	i	i	-0.4	i	i	6	i
CCOC(=O)N1CCN(CCC(=O)Nc2ccc(C)c(Br)c2)CC1	i	i	i	i	i	i	0.1	i	i	16	i
Cc1cccc(NC(=S)N2CCC(NC(=O)c3ccco3)CC2)c1	i	i	i	i	i	i	-0.2	i	i	19	i
COc1ccc(/C=C/C(=O)NCCC(=O)N2CCCN(C)CC2)cc1	i	i	i	i	i	i	-0.3	i	i	21	i
Cc1ccc(C(=O)NCC(=O)OC(C)C(=O)NC2CCCc3ccccc32)cc1 (stereo not given)	i	i	i	i	i	i	0.3	i	i	17	i
Cc1ccc(NC(=O)c2ccc3nc(N4CCOCC4)sc3c2)c(Cl)c1	i	i	i	i	i	i	1.0	i	i	18	i
Cc1ccc(-n2nc3c(c2NC(=O)c2ccc4c(c2)OCO4)CSC3)cc1	i	i	i	i	i	i	-0.1	i	i	5	i
COc1ccc(NS(=O)(=O)c2ccc(NC(=S)NC(=O)/C=C/c3ccccc3)cc2)nn1	i	i	i	i	i	i	-1.2	i	i	54	i
COc1ccccc1NC(=S)NNC(=O)c1ccccc1	i	i	i	i	i	i	3.4	i	i	-14	i
FC(F)(F)c1cnc(/C=C/Nc2ccccc2Cl)c(Cl)c1	i	i	i	i	i	i	0.2	i	i	24	i
CCn1c(-c2cc(C3CC3)nc3ccccc23)n[nH]c1=S	i	i	i	i	i	i	0.1	i	i	29	i
O=C(Nc1ccccn1)c1cccs1	i	i	i	i	i	i	1.3	i	i	-10	i
CCCCOc1ccc(C2(C)NC(=O)NC2=O)cc1 (stereo not given)	i	i	i	i	i	i	-1.2	i	i	nt	i
CCCCC(=O)Nc1nnc(-c2ccc(OC)cc2)s1	i	i	i	i	i	i	1.3	i	i	14	i
CSc1nnc(NC(=O)c2ccc(S(=O)(=O)N(C)C)cc2)s1	i	i	i	i	i	i	1.2	i	i	16	i
NC(=O)c1ccc(NC(=O)C2CC2)cc1	i	i	i	i	i	i	-0.3	i	i	-6	i
COC(=O)c1sc(NC(=O)CSc2nc3nc(C)cc(C)n3n2)c(C(=O)OC)c1C	i	i	i	i	i	i	0.0	i	i	19	i
COC(=O)C1=NNC2C(=O)N(c3ccc(C)cc3)C(=O)C12 (stereo not given)	i	i	i	i	i	i	0.1	i	i	29	i
CCOc1ccc(S(=O)(=O)n2ccnc2)c2ccccc12	i	i	i	i	i	i	0.0	i	i	19	i
O=C(C1=C[C@H](C2CCCCC2)C[C@H](OCc2ccc(CO)cc2)O1)N1CCN(Cc2ccc3c(c2)OCO3)CC1	i	i	i	i	i	i	-0.2	i	i	21	i
COc1ccc(Cn2c(=O)c3[nH]cnc3n(-c3ccc(C)cc3)c2=O)cc1	i	i	i	i	i	i	-1.0	i	i	nt	i
CCN(Cc1ccccc1)C(=O)CSc1nc(C)cc(C)c1C#N	i	i	i	i	i	i	-0.1	i	i	19	i
C=CCn1c(-c2cccc(OCC)c2)n[nH]c1=S	i	i	i	i	i	i	0.1	i	i	7	i

An excerpt of the results above:
SMILES	TRPC4 potent	MrgX1 PAM	TRPC4 agonist	MrgX1 antagonist	PolyA inh	TRPC6 activator	HIF act	TRPC6 inh	MrgX1 agonist	AI-2 QS modul	TRPC4 inh
Cc1ccc(N2C(=O)N(CC(=O)Nc3cc(F)ccc3C)C(=O)C2C)cc1 (stereo not given)	i	i	i	i	i	i	0.1	i	i	nt	i
CCOC(=O)C1CCCN(C(=O)CCC(=O)Nc2ccc3nc(N4CCOCC4)cc(C)c3c2)C1 (stereo not given)	i	i	i	i	i	i	0.7	i	i	22	i
O=C1COc2ccc(C(=O)COC(=O)CNC(=O)c3ccccc3)cc2N1	i	i	i	i	i	i	0.3	i	i	10	i
CCOC(=O)c1ccc(COC(=O)CNC(=O)CNC(=O)Cc2ccccc2)cc1	i	i	i	i	i	i	0.4	i	i	22	i

High-throughput results: PubChem BioAssay, several laboratories
